# Bioassay records as filed in PubChem.
# WT yeast gro inh: growth inhibition of WT yeast, mitochondrial fusion screen; mitochondrial fusion phenotypic screen, WT strain; inhibition, % at 10 µM; AID 1362; actives 2.1% (n = 190,000); in the data active = inhibition above about 58%; tested in S. cerevisiae
# Dynein transport: blocks dynein driven cargo transport along microtubules; AID 1381; z-score, hits read low; actives 0.47% (n = 220,000); 3617.4 mouse cells, GR-EGFP nuclear translocation imaging; test concentration mostly 20 µM; stimulated with dexamethasone, 1 µM; active compounds read low;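 active = plate z-score of nuclear minus cytoplasmic receptor signal below a set negative limit, without overly bright fluorescence or cell loss, cut at about -3.5 in these data, passing the limit was not always enough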;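 note: z-score of nuclear minus cytoplasmic ring GR-EGFP intensity difference per well; some compounds called inactive have numbers as strong as hits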
#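 Buffer or medium: Induction medium lacking tetracycline, stripped serum | Also added: Dexamethasone agonist, 1.0 µM final, for 30 min | Timing: 48 h induction, 1 h compound, 30 min dex at 37 °C | Detection: Formaldehyde fixation, Hoechst nuclear stain, 10x automated fluorescence imaging | Measure: Nuclear versus cytoplasmic GR-EGFP signal, averaged per well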
# M1AAP inhibition: malaria alanyl aminopeptidase activity blockers – biochemical, fluorogenic H-Leu-NHMec substrate, 1536-well (AID 1445) | inhibition, % at 30 µM; hits with a dose series show IC50 in µM | actives 0.42% (n = 220,000) | recombinant M1AAP, H-Leu-NHMec fluorogenic kinetic assay; higher % means a stronger effect;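 active = primary inhibition above the hit cutoff, then over 50% inhibition at one or more dose response concentrations, cut at about 23% in these data, passing the limit was not always enough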;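 note: plate controls were DMSO full reaction for no effect and no enzyme background for full effect; strong numbers were not always called active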
# Yfh1-off respiration: mitochondrial function rescue without frataxin homolog – Friedreich's ataxia, plus single-dose screen, dose response (AID 1465); S. cerevisiae Yfh1-off respiration, WST-1 reduction, 72 h; higher fold induction means a stronger effect; fold induction at 50 µM, or EC50 in µM where a hit was titrated; actives 0.074% (n = 220,000);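 active = fold induction of absorbance versus untreated yeast above a set limit, then at least 30% activation at any dose in follow-up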;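 note: activators that raise dye reduction in frataxin-depleted yeast; strong numbers were not always called active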
# Autophagy HCS: alters autophagy in cells | actives 0.98% (n = 190,000) | MEF GFP-LC3 puncta imaging; test concentration mostly 10 µM | AID 463193 | calls only at 10 µM (by protocol);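 active = percentage of spot-positive cells more than 3 SD above its plate mean, without a fluorescence outlier flag or 80% toxicity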;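 note: spot-positive cell cutoff set from DMSO-treated cells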
# MT stabilize HCS: microtubule stabilization, imaging screen; actives 0.83% (n = 200,000); % tubulin-high responders, % at 10 µM; AID 2205; HeLa tubulin immunostaining HCS, 24 h; share of cells brighter than vehicle mean+2SD;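 active = plate Z-score above 3 for both tubulin-high and condensed-nucleus cell shares, with cell loss under 80%, at 10 µM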;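 note: anti alpha tubulin signal scored within the nucleus-defined area of each cell; some results filed as inactive read as strong as hits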
# bCat nuc transl: alters nuclear translocation of beta-catenin in HeLa cells; actives 0.3% (n = 190,000); nuclear translocation activity, % at 5 µM; AID 1665; immunofluorescence imaging;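 active = nuclear translocation activity above 50% at 5 µM, with a well cell count of 50 or more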;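 note: per-cell ratio of nuclear to cytoplasmic median beta-catenin stain intensity; plate controls were DMSO negative control for no effect and GSK-3 inhibitor IX positive control for full effect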
#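 Test system: human HeLa cells, endogenous beta-catenin. Times: 24 h compound exposure, 37°C. Measured by: beta-catenin immunofluorescence imaging with DAPI.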
# T cell modulator: modulates CD8 T cell binding to vesicles; calls only at 7 µM; actives 0.068% (n = 330,000); 2C CD8+ T cell-vesicle binding, flow cytometry; active compounds read low; AID 2052;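 active = response, share of CD8 T cells binding vesicles, and their 90th percentile fluorescence all below set limits, cut at about 80% in these data, passing the limit was not always enough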
#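 System: murine 2C transgenic CD8+ T lymphocytes; also added: QL9-loaded Drosophila micro-vesicles; times: binding 1.5 h at 37 °C; measured by: flow cytometry, PE anti-B7-1 (FL2) versus Alexa647 anti-CD8 (FL8), PFA-fixed; control set: Peptide-free naked vesicles (low) and QL9 vesicles with 0.7% DMSO vehicle (high)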
# P. falciparum M17LAP: P. falciparum M17LAP inhibitors, primary screen, biochemical, fluorogenic H-Leu-NHMec substrate, 1536-well (AID 1619) | one-dose inhibition, % at 30 µM; IC50 in µM for titrated hits | actives 0.38% (n = 220,000) | recombinant M17LAP, H-Leu-NHMec fluorogenic kinetic assay; higher % means a stronger effect;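 active = compound inhibiting the enzyme by more than half at any dose during confirmatory dose-response retesting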;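 note: plate controls were full reaction with DMSO carrier for no effect and no enzyme background for full effect; strong numbers were not always called active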
# WT yeast gro inh mutant strain: further read-out of WT yeast gro inh, marked with its call; inhibition, %; mitochondrial fusion phenotypic screen, mutant strain inhibition
# Dynein transport cytoplasmic EGFP: further read-out of Dynein transport, marked with its call; z-score; measured here: cytoplasmic GR-EGFP intensity; active compounds read high
# Dynein transport nuclear GR-EGFP: recorded beside Dynein transport, whose call it bears; z-score; measured here: nuclear GR-EGFP intensity;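 lower value marks the stronger effect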
# Dynein transport cell count: further read-out of Dynein transport, marked with its call; z-score; measured here: cell count per field
# bCat nuc transl cell count 5 µM: further read-out of bCat nuc transl, marked with its call; cell count; measured here: cell count, cytotoxicity flag
# T cell modulator vesicle-bound %: second read-out of T cell modulator, no call of its own (marks repeat the call); double positive events, %; measured here: CD8+ vesicle-bound cell fraction;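 binding gate set so that unloaded-vesicle control wells show 10% double positive cells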
# MT stabilize HCS Hoechst-high %: recorded beside MT stabilize HCS, whose call it bears; % Hoechst-high responders; measured here: nuclear condensation Hoechst responders;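 share of cells brighter than vehicle mean plus two SD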
# MT stabilize HCS cytotoxicity %: further read-out of MT stabilize HCS, marked with its call; toxicity, %; measured here: cytotoxicity by cell density;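 0% = mean cell density of plate MIN control wells and 100% = no cells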
# Autophagy HCS cell loss 18 h: second read-out of Autophagy HCS, no call of its own (marks repeat the call); toxicity, %; measured here: cell loss, nuclei count;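 cell loss after 18 h compound exposure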
# Starred values were filed as active, the others as inactive; i = inactive; · = no result given; + = active, no number.
SMILES,WT yeast gro inh,WT yeast gro inh mutant strain,Dynein transport,Dynein transport cytoplasmic EGFP,Dynein transport nuclear GR-EGFP,Dynein transport cell count,M1AAP inhibition,Yfh1-off respiration,Autophagy HCS,Autophagy HCS cell loss 18 h,MT stabilize HCS,MT stabilize HCS Hoechst-high %,MT stabilize HCS cytotoxicity %,bCat nuc transl,bCat nuc transl cell count 5 µM,T cell modulator,T cell modulator vesicle-bound %,P. falciparum M17LAP
CCOC(=O)C1CCCN(C(=O)Cn2sc3nc(C)cc(C)c3c2=O)C1 (stereo unspecified),3,1,-4.1*,1.4*,-2.3*,-2*,13%,i,i,7,3.8,2.9,5.0,-6.5,1088,i,33,11%
CCCCOC(=O)c1ccc(N=Nc2c(C)c(C#N)c(O)[nH]c2=O)cc1,·,·,-1.1,-0.0045,0.065,0.79,7%,i,·,·,·,·,·,2.0,1337,i,26,0%
CNC(=S)NC1CC2CCCC(C1)N2Cc1ccco1 (stereo unspecified),15,24,0.93,-0.1,0.39,-1.7,3%,i,i,18,4.0,1.7,1.1,1.5,1099,i,28,-3%
Cc1cccc(N2CCN(C(=O)CCN3C(=O)C4C5C=CC(C5)C4C3=O)CC2C)c1 (stereo unspecified),-1,3,-0.11,-0.3,0.067,-0.08,1%,i,i,-3,4.7,1.6,5.0,1.0,1068,i,61,-4%
COc1ccc(S(=O)(=O)N2CCOCC2)cc1C(C)C,-1,11,1.1,-0.19,0.43,-0.059,-1%,i,i,-3,2.1,1.4,4.5,-1.6,1078,i,43,-4%
Cc1ccc2nc3c(cc(C#N)c(=O)n3CC3CCCO3)c(=O)n2c1 (stereo unspecified),10,-2,-0.23,0.05,0.33,0.16,-14%,i,i,16,3.9,2.0,6.1,0.2,1145,·,·,-6%
O=C1CC(NC23CC4CC(CC(C4)C2)C3)C(=O)N1c1ccc2c(c1)OCO2 (stereo unspecified),6,11,-0.22,-0.25,-0.78,1.1,1%,i,i,0,4.1,2.0,3.4,·,·,i,40,-3%
C1CN(c2nc3nonc3nc2N2CCSCC2)CCO1,·,·,1.4,-0.072,0.55,-2.4,6%,i,·,·,·,·,·,0.5,1276,i,34,12%
COc1ccc(NC(=O)CC(Cc2ccccc2)C(=O)O)cc1 (stereo unspecified),19,13,0.99,-0.011,0.94,-2,-1%,i,i,25,4.1,4.4,5.6,2.6,1144,i,19,19µM*
Cc1nc(C)c(C(=O)Nc2cccc(C)c2C)o1,8,3,-0.86,-0.16,-0.12,0.37,-2%,i,i,-8,2.3,2.8,9.1,-2.2,1089,i,40,9%
C=CCn1c(SCC(=O)N2CCOCC2)nc(O)cc1=O,-11,0,0.41,-0.16,1.2,0.089,-3%,i,i,-4,3.2,1.8,7.4,-0.7,1412,i,32,7%
Cc1cccc(-n2nnnc2SCC(=O)NCC2CCCO2)c1 (stereo unspecified),·,·,0.059,0.23,0.91,-0.97,-1%,i,·,·,·,·,·,0.5,1315,i,11,3%
Cc1ccc(CN2C(=O)CCC2C(=O)NCCCN2CCCCC2C)cc1 (stereo unspecified),-4,-11,-0.8,-0.38,-0.76,0.63,-1%,i,i,11,2.9,2.7,14,-0.3,1362,i,19,0%
O=C(N[C@@H](c1ccccc1)[C@@H]1C[C@H]1C(=O)O)OCc1ccccc1,11,-9,-0.021,-0.29,0.33,0.66,-4%,i,i,-53,5.0,1.4,5.0,-1.9,504,·,·,14%
CC(=O)NCCOc1c(C)cc(S(N)(=O)=O)cc1C,-5,-7,-0.21,-0.4,0.028,0.57,5%,i,i,16,4.5,3.3,17,-1.0,1229,i,26,5%
COCCNc1nc(C)cc(-c2cc(-c3ccc(Cl)cc3)on2)n1,·,·,1.7,-0.48,0.94,-0.7,2%,i,·,·,·,·,·,-0.8,1147,i,31,3%
CCN(CCNC(=O)C1CCN(c2nnc(-n3cccc3)s2)CC1)c1ccccc1,17,0,0.31,-0.2,0.28,0.14,8%,i,i,20,2.0,1.9,1.6,-2.4,1149,i,36,-2%
CC1(C)CC(=O)C(C(C2=C(O)CC(C)(C)CC2=O)c2cccc(O)c2)C(=O)C1 (stereo unspecified),13,7,-0.3,-0.21,0.16,0.38,20%,i,·,·,2.3,2.2,1.1,-1.9,1435,i,58,17%
O=C(COC(=O)c1ccc(Cl)cc1O)NCCN1C(=O)CSC1=O,·,·,0.18,-0.74,-0.099,-1,·,i,·,·,·,·,·,-0.3,1356,i,16,·
CCN(CC)c1ccc(/C=N/NC(=O)OC(C)(C)C)cc1,·,·,-0.8,-0.27,-0.34,0.76,9%,i,·,·,·,·,·,0.2,1316,i,38,7%
COc1ccc(Cn2c(CCC(=O)NCc3ccco3)nc3cccnc32)cc1,-3,13,-1.2,-0.35,-0.46,0.51,8%,i,i,-23,4.4,2.6,12,0.4,1406,i,22,0%
COc1ccc(C(C)=O)cc1CN1C(=O)NC2(CCCC2)C1=O,-2,-22,0.81,-0.2,0.45,-0.32,8%,i,i,13,1.9,1.6,0.6,-3.3,1129,i,19,4%
CC(NC(=O)c1ccccc1N)c1ccccc1 (stereo unspecified),-1,7,-1.1,-0.29,-0.54,0.89,7%,i,i,20,1.2,1.5,7.4,5.1,812,i,2,-7%
COC(=O)Cc1c(C)nc2nc(-c3ccccc3)[nH]n2c1=O,-5,1,-0.79,-0.22,-0.42,1.2,-2%,i,i,6,2.7,1.7,4.8,-0.4,1090,i,37,8%
CCCCC(=O)N=c1sc2c(OC)ccc(OC)c2n1C,·,·,0.12,-0.17,0.025,0.7,7%,i,·,·,·,·,·,-0.1,1309,i,39,19%
# Remaining list, next part
SMILES,WT yeast gro inh,WT yeast gro inh mutant strain,Dynein transport,Dynein transport cytoplasmic EGFP,Dynein transport nuclear GR-EGFP,Dynein transport cell count,M1AAP inhibition,Yfh1-off respiration,Autophagy HCS,Autophagy HCS cell loss 18 h,MT stabilize HCS,MT stabilize HCS Hoechst-high %,MT stabilize HCS cytotoxicity %,bCat nuc transl,bCat nuc transl cell count 5 µM,T cell modulator,T cell modulator vesicle-bound %,P. falciparum M17LAP
O=c1c2cc(F)ccc2[nH]c(=S)n1CCCN1CCOCC1,-14,15,-0.64,-0.16,-0.2,0.63,5%,i,i,-3,4.7,2.4,8.2,-2.8,979,i,29,15%
CCCCn1nnc(NC(=O)c2ccc(-c3cccc(Cl)c3)o2)n1,35,-71,2.1,0.39,1.4,-2.2,10%,i,i,3,4.8,2.9,1.1,·,·,i,9,31%
COC(=O)N/N=C/c1cc(Cl)cc(Cl)c1OCc1ccccc1F,7,-1,-0.29,-0.25,-0.23,1.4,5%,i,i,-10,4.7,2.9,9.3,-3.4,584,i,34,-7%
CCCCOC(=O)Cn1c2ccc(OC)cc2c2nc3ccccc3nc21,-2,6,-0.13,-0.053,0.3,0.27,3%,i,+,34*,1.7,2.4,1.0,-2.9,1194,i,37,8%
CC(C)(C)NC(=O)CN(C(=O)C1CSC(=O)C1)c1ccccc1F (stereo unspecified),3,1,0.16,-0.29,0.88,-1.3,4%,i,i,-2,1.4,1.5,6.7,-2.2,1130,i,24,-6%
c1ccc(-n2cccc2)c(N2CCCCC2)c1,·,·,1.9,-0.25,0.78,-0.73,-1%,i,·,·,·,·,·,-1.1,1312,i,54,-2%
CCOC(=O)Cc1csc(NC(=O)COc2ccc(C)c(C)c2)n1,7,-4,-0.17,0.3,0.0047,0.65,4%,i,i,2,2.3,2.4,7.4,0.7,1517,i,33,-5%
Cc1cc2ccccc2c(=O)n1CC(=O)NCC(=O)N1CCN(c2cccc(Cl)c2)CC1,-8,-3,-1.9,0.014,-0.69,-0.91,4%,i,i,7,6.6,2.9,4.7,1.6,1358,i,30,2%
CCOC(=O)c1sc(=NC(=O)CCSc2ccccc2)n(C)c1C,14,15,0.41,-0.38,0.69,0.22,4%,i,i,26,4.4,2.3,11,-0.7,1002,i,51,-3%

# Gathered by group: the compounds so far with an NH in an aromatic ring (three)
SMILES,WT yeast gro inh,WT yeast gro inh mutant strain,Dynein transport,Dynein transport cytoplasmic EGFP,Dynein transport nuclear GR-EGFP,Dynein transport cell count,M1AAP inhibition,Yfh1-off respiration,Autophagy HCS,Autophagy HCS cell loss 18 h,MT stabilize HCS,MT stabilize HCS Hoechst-high %,MT stabilize HCS cytotoxicity %,bCat nuc transl,bCat nuc transl cell count 5 µM,T cell modulator,T cell modulator vesicle-bound %,P. falciparum M17LAP
CCCCOC(=O)c1ccc(N=Nc2c(C)c(C#N)c(O)[nH]c2=O)cc1,·,·,-1.1,-0.0045,0.065,0.79,7%,i,·,·,·,·,·,2.0,1337,i,26,0%
COC(=O)Cc1c(C)nc2nc(-c3ccccc3)[nH]n2c1=O,-5,1,-0.79,-0.22,-0.42,1.2,-2%,i,i,6,2.7,1.7,4.8,-0.4,1090,i,37,8%
O=c1c2cc(F)ccc2[nH]c(=S)n1CCCN1CCOCC1,-14,15,-0.64,-0.16,-0.2,0.63,5%,i,i,-3,4.7,2.4,8.2,-2.8,979,i,29,15%

# An unsorted share of the library. About 4.4% of those tested had a hit in this group.
